Assay outcomes deposited in PubChem BioAssay by The Scripps Research Institute Molecular Screening Center.
LYPLA2 counter: blocks human lysophospholipase 2, a PME1 counter-screen; O95372; recombinant LYPLA2, FP-Rh probe fluorescence polarization; inhibition, % at 5.9 µM; 320,000 compounds, 0.38% hits;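 active means inhibition above the screen-wide mean plus 3 SD, limit set per campaign, cut at about 26% in these data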;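 further: 0% = LYPLA2 with DMSO and 100% = wells lacking LYPLA2 enzyme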
ZTA DNA inh: blocks Epstein-Barr virus ZTA, an EBNA-1 counter-screen; AID 2234; ZTA-DNA binding, fluorescence polarization; inhibition, % at 11 µM; 320,000 compounds, 0.15% hits; P03206; in the data active means inhibition above about 33%
PAFAH1B3 inh: PAFAH1B3 (human) inhibition | Q15102 | recombinant PAFAH1B3, FP-rhodamine probe, fluorescence polarization | inhibition, % at 3.39 µM | 340,000 compounds, 0.28% hits;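 active means inhibition above the screen-wide average of all tested compounds plus 3 SD, cut at about 25% in these data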;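 further: 0% = enzyme with DMSO only and 100% = wells lacking PAFAH1B3 protein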
Target sequence (Q15102 whole entry, looked up): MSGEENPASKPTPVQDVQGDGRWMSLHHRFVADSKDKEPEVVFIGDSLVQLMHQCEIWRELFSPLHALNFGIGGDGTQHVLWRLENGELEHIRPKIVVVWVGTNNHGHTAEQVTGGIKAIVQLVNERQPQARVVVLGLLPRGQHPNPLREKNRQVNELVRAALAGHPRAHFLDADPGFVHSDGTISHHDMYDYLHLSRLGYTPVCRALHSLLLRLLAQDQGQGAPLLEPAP
LYPLA1 counter: counter-screen for PME1 inhibitors: inhibitors of human LYPLA1; O75608; recombinant LYPLA1, FP-Rh probe fluorescence polarization; inhibition, % at 5.9 µM; 320,000 compounds, 0.16% hits;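 active means inhibition above the mean of all tested compounds plus 3 SD, set per campaign, cut at about 14% in these data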;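 further: inhibitors block serine hydrolase probe labeling of LYPLA1 so polarization falls; 0% = enzyme with DMSO and 100% = wells lacking LYPLA1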
EBNA-1 inhibitor: blocks EBNA-1 binding to DNA; EBNA-1 DNA binding, fluorescence polarization; inhibition, % at 14.8 µM; 300,000 compounds, 0.34% hits; AID 1950; in the data active means inhibition above about 28%
PAFAH1B2 FP inh: inhibitors of human PAFAH1B2; P68402; recombinant PAFAH1B2, FP-rhodamine activity probe, fluorescence polarization; inhibition, % at 3.39 µM; 340,000 compounds, 1.2% hits;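 active means inhibition above the mean of all tested compounds plus 3 SD, cut at about 24% in these data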;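 further: 0% = enzyme with DMSO and 100% = wells lacking PAFAH1B2; many of its hits are not listed in these tables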
Target sequence (P68402 whole entry, looked up): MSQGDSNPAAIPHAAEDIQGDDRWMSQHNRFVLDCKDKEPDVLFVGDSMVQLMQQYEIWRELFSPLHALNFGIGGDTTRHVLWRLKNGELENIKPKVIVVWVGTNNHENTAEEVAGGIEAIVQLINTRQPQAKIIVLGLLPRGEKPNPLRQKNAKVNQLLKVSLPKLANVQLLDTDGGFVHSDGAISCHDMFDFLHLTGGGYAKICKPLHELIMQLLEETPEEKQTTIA
PREPL inh: inhibitors of human prolyl oligopeptidase-like enzyme PREPL. Q4J6C6. recombinant PREPL, fluorescence polarization activity-based probe. inhibition, % at 5.96 µM. 320,000 compounds, 0.68% hits. AID 2751; in the data active means inhibition above about 43%;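 further: 0% = enzyme with DMSO and 100% = wells lacking enzyme; many of its hits are not listed in these tables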
PAFAH2 inh: inhibitors of human PAFAH2; Q99487; recombinant PAFAH2, FP-rhodamine activity probe, fluorescence polarization; inhibition, % at 3.39 µM; 340,000 compounds, 0.99% hits; AID 492956;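 active means inhibition above the mean over all tested compounds plus 3 SD, cut at about 30% in these data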;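 further: inhibitors block probe labeling of enzyme so polarization drops; 0% = enzyme with DMSO and 100% = wells lacking PAFAH2 protein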
pPAFAH FP inh: pPAFAH (human) enzyme inhibition; Q13093; recombinant pPAFAH, FP-rhodamine probe fluorescence polarization; inhibition, % at 3.39 µM; 330,000 compounds, 1.5% hits;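 active means inhibition above the mean inhibition across the screen plus 3 SD, cut at about 25% in these data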;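 further: inhibitors block binding of the rhodamine activity-based probe so polarization drops; 0% = enzyme with DMSO and 100% = wells lacking pPAFAH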
Target sequence (Q13093 whole entry, looked up): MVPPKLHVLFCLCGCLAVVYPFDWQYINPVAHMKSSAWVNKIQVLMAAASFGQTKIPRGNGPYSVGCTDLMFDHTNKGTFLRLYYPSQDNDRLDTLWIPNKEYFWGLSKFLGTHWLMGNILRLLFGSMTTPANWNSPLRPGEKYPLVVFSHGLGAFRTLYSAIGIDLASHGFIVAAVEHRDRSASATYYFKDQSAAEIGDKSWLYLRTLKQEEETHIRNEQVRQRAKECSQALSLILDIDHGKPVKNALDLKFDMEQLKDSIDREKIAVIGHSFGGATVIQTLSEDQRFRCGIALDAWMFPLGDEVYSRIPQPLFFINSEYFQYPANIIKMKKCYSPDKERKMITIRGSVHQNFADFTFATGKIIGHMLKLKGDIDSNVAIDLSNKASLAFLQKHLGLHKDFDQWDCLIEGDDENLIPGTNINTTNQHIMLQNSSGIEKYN
Starred values were filed as active, the others as inactive; / = not tested or not shown. Only part of the results is shown; count on the stated rates, not on these rows.

SMILES | LYPLA2 counter | ZTA DNA inh | PAFAH1B3 inh | LYPLA1 counter | EBNA-1 inhibitor | PAFAH1B2 FP inh | PREPL inh | PAFAH2 inh | pPAFAH FP inh
CSc1ccccc1NC(=S)NC1CCCCC1 | -4 | 8 | 4 | 0 | 0 | 2 | 7 | 5 | 1
COC(=O)c1cccc(N(C(=O)c2ccco2)C(C(=O)NC2CCCC2)c2ccc(N3CCOCC3)cc2)c1 (stereo not given) | 2 | -5 | 1 | 0 | -10 | -1 | -1 | 25 | -2
O=C(CSCc1ccc(F)cc1)Nc1ccccc1 | 6 | 3 | 3 | -5 | 2 | 0 | -5 | 2 | -1
O=C1C=C(c2ccc(OC(F)(F)F)cc2)C[C@@H](c2ccc(F)cc2)C1 | 4 | 3 | 0 | -1 | / | 1 | 4 | 3 | 0
CCOc1nc(C)ccc1-c1noc(CC)n1 | -1 | -2 | 6 | 4 | 10 | -5 | 5 | -5 | 7
O=C(c1ccc2c(c1)OCO2)C1CCCN(Cc2ccc3cccc(F)c3n2)C1 (stereo not given) | 1 | 1 | -6 | -1 | 4 | -3 | -23 | -2 | 4
O=C(CN1CCN(C(=O)CN2C(=O)NC3(CCCC3)C2=O)CC1)Nc1cccc(F)c1 | 6 | -2 | -3 | 4 | / | 0 | 8 | 5 | 2
Clc1cccc(Cl)c1COc1ccccn1 | -6 | 7 | 1 | -1 | 10 | 1 | 6 | 2 | 1
COCCCN(CC(=O)Nc1ccc(N2CCOCC2)cc1)S(=O)(=O)c1ccc(Cl)cc1 | 8 | 8 | 4 | 1 | 5 | 3 | 0 | 0 | 7
O=C(NC1CCCCC1)NC1CCN(S(=O)(=O)Cc2ccccc2)CC1 | -6 | 13 | 6 | -4 | -3 | 13 | 11 | -1 | -6
CCc1ccccc1-n1c(SCC(=O)Nc2ccc3c(c2)OCCO3)nc2[nH]ncc2c1=O | 3 | -4 | -2 | 2 | 7 | 0 | -6 | 0 | 6
CC1CCCN(C(=S)NC2CCCC2)C1 (stereo not given) | -4 | 3 | 12 | 0 | -8 | 1 | 9 | -10 | -5

Part of the list above, with two lines to a compound:
Values run as follows: LYPLA2 counter, ZTA DNA inh, PAFAH1B3 inh, LYPLA1 counter, EBNA-1 inhibitor, PAFAH1B2 FP inh, PREPL inh, PAFAH2 inh, pPAFAH FP inh
> O=C1C=C(c2ccc(OC(F)(F)F)cc2)C[C@@H](c2ccc(F)cc2)C1
    4, 3, 0, -1, /, 1, 4, 3, 0
> CCOc1nc(C)ccc1-c1noc(CC)n1
    -1, -2, 6, 4, 10, -5, 5, -5, 7
> O=C(c1ccc2c(c1)OCO2)C1CCCN(Cc2ccc3cccc(F)c3n2)C1 (stereo not given)
    1, 1, -6, -1, 4, -3, -23, -2, 4

Next records:
SMILES | LYPLA2 counter | ZTA DNA inh | PAFAH1B3 inh | LYPLA1 counter | EBNA-1 inhibitor | PAFAH1B2 FP inh | PREPL inh | PAFAH2 inh | pPAFAH FP inh
Cc1ccc(C2CCN(C(=O)Nc3ccccc3)C2)cc1 (stereo not given) | 9 | -12 | 3 | -1 | -4 | 4 | 4 | 3 | -1
CN(C)Cc1c(O)ccc2occ(C(=O)c3ccc(F)cc3)c12 | 0 | 6 | 2 | 1 | 7 | 2 | 8 | 1 | 1
COc1ccc(C(CNC(=S)NCc2ccccc2)N2CCCC2)cc1 (stereo not given) | 3 | -10 | 2 | 4 | -4 | 5 | -25 | -5 | -2
Cc1onc(-c2ccccc2Cl)c1C(=O)N1CC(C)CC(C)C1 (stereo not given) | -9 | -13 | -4 | 4 | -6 | 1 | 3 | 7 | -1
O=C(Nc1cc(C(F)(F)F)ccc1Cl)c1cccnc1 | -5 | -5 | -3 | 3 | 2 | -6 | 2 | -1 | -4
CCCn1c(SCC(=O)N2c3ccc(F)cc3CCC2C)nnc1-c1ccccn1 (stereo not given) | -1 | 11 | -3 | 1 | 4 | 9 | -5 | -1 | 4
CC(C)(C)OC(=O)C[C@@H]1C/C=C\C[C@H](CC(=O)NCCO)C(=O)N2CCC[C@H]2COC1=O | / | / | 1 | / | / | -3 | 2 | -4 | -2
COc1ccc(O)c(-c2cc(C(F)(F)C(F)F)nc(-c3ccccc3)n2)c1 | 12 | -4 | 8 | 3 | 31* | 6 | 0 | -1 | 0
CN1C(=O)[C@@H]2C[C@@]3([C@@]45C[C@H]6C(=O)N(C)[C@@H](Cc7ccccc7)C(=O)N6[C@@H]4Nc4ccccc45)c4ccccc4N[C@H]3N2C(=O)[C@@H]1Cc1ccccc1 | 7 | -9 | 7 | 3 | 7 | 8 | 29 | 2 | -3
CCOC(=O)C1=NN(C(C)=O)C2(CC(=O)N(c3ccc(C)c(C)c3)C2=O)C1 (stereo not given) | 0 | 13 | 1 | 0 | 1 | 1 | 0 | 5 | 1
Cc1oc2nc(SCCCC(=O)NCCCO)nc(N)c2c1C | 6 | -2 | 11 | 2 | 0 | 6 | -1 | -1 | 4
CC(NC(=O)CC1Sc2ccccc2NC1=O)c1ccccc1 (stereo not given) | -4 | 5 | 6 | -1 | -20 | 3 | 4 | 3 | 0

Results in PREPL inh, for some of the entries so far:
| smiles | PREPL inh |
| --- | --- |
| Cc1onc(-c2ccccc2Cl)c1C(=O)N1CC(C)CC(C)C1 (stereo not given) | 3 |
| O=C(Nc1cc(C(F)(F)F)ccc1Cl)c1cccnc1 | 2 |
| CCCn1c(SCC(=O)N2c3ccc(F)cc3CCC2C)nnc1-c1ccccn1 (stereo not given) | -5 |
| CC(C)(C)OC(=O)C[C@@H]1C/C=C\C[C@H](CC(=O)NCCO)C(=O)N2CCC[C@H]2COC1=O | 2 |
| COc1ccc(O)c(-c2cc(C(F)(F)C(F)F)nc(-c3ccccc3)n2)c1 | 0 |
| CN1C(=O)[C@@H]2C[C@@]3([C@@]45C[C@H]6C(=O)N(C)[C@@H](Cc7ccccc7)C(=O)N6[C@@H]4Nc4ccccc45)c4ccccc4N[C@H]3N2C(=O)[C@@H]1Cc1ccccc1 | 29 |

(listing goes on)
SMILES | LYPLA2 counter | ZTA DNA inh | PAFAH1B3 inh | LYPLA1 counter | EBNA-1 inhibitor | PAFAH1B2 FP inh | PREPL inh | PAFAH2 inh | pPAFAH FP inh
COc1ccc(N(CC(=O)NCc2ccc(F)cc2)S(=O)(=O)c2c(C)noc2C)cc1 | 6 | -6 | 2 | -1 | 4 | 4 | -33 | -1 | 10
COc1ccc(S(=O)(=O)Cc2ccc(C(=O)N3CCCC3)o2)cc1 | -1 | 1 | 7 | -1 | -6 | 2 | -2 | 3 | 3
COc1ccc(S(=O)(=O)Nc2ccccc2C(=O)Nc2nc(-c3ccc(F)cc3)cs2)cc1OC | -4 | 19 | 4 | -8 | 9 | 16 | 13 | 17 | 15
O=C(NC1CC1)c1ccc(CSCc2cccc(F)c2)o1 | 5 | -9 | -5 | -1 | -4 | 7 | 1 | 3 | 16
CN(Cc1nc(-c2cnccn2)no1)CC(O)c1ccccc1 (stereo not given) | 3 | 11 | -1 | 4 | 6 | 0 | 3 | 3 | 8
Cc1sc2ncnc(N3CCN(Cc4ccccc4)CC3)c2c1-c1ccc(F)cc1 | 6 | 2 | 2 | 2 | 6 | 4 | 5 | 0 | -1
O=C(c1ccc(Cl)c(S(=O)(=O)N2CCCC2)c1)N1CCN(c2ccc(F)cc2)CC1 | 0 | -16 | 13 | 0 | 9 | 2 | 33 | 0 | -2
COc1cccc(C(=O)NN2C(=O)C3C4C=CC(O4)C3C2=O)c1 (stereo not given) | -11 | 6 | 0 | 1 | -28 | -3 | 12 | 5 | -2
Cc1cccc(CNC(=O)C2CCC(=O)N(C3CC3)C2)c1 (stereo not given) | 3 | 2 | -2 | 1 | -4 | 2 | -1 | 5 | 3
Cc1ccc(CC(NC(=O)c2ccc(C)cc2)C(=O)O)cc1 (stereo not given) | / | / | 10 | / | / | 1 | / | -3 | 2
COc1cc(C#CC#CCN2CCCCC2)ccc1O | 1 | -14 | 8 | 2 | -6 | -3 | 18 | 3 | 7
CC(=O)c1c(C(C)=O)c(C)n(-c2cccc([N+](=O)[O-])c2)c1C | 4 | -12 | 7 | 1 | 9 | 5 | 13 | 3 | 0

EBNA-1 inhibitor, hit marks shown above
smiles	PAFAH1B3 inh	EBNA-1 inhibitor	PAFAH1B2 FP inh	PREPL inh	PAFAH2 inh	pPAFAH FP inh
COc1ccc(O)c(-c2cc(C(F)(F)C(F)F)nc(-c3ccccc3)n2)c1	8	31*	6	0	-1	0

An excerpt from above in order of the pPAFAH FP inh value, falling.
| SMILES | pPAFAH FP inh |
| --- | --- |
| COc1ccc(S(=O)(=O)Nc2ccccc2C(=O)Nc2nc(-c3ccc(F)cc3)cs2)cc1OC | 15 |
| COc1cc(C#CC#CCN2CCCCC2)ccc1O | 7 |
| Cc1ccc(CC(NC(=O)c2ccc(C)cc2)C(=O)O)cc1 (stereo not given) | 2 |

New compounds follow:
SMILES | LYPLA2 counter | ZTA DNA inh | PAFAH1B3 inh | LYPLA1 counter | EBNA-1 inhibitor | PAFAH1B2 FP inh | PREPL inh | PAFAH2 inh | pPAFAH FP inh
Cc1ccc(C(C(=O)NC2CCCC2)N(Cc2ccc3c(c2)OCO3)C(=O)Cc2cccs2)cc1 (stereo not given) | 7 | -24 | 8 | 3 | -4 | -4 | 0 | 9 | 3
CC(C)(C)C(=O)NC(=S)NNC(=O)C(c1ccccc1)c1ccccc1 | -3 | -7 | 9 | 0 | 4 | 11 | -3 | 11 | 2
CCNC(=O)CN1C(=O)NC(Cc2ccccc2)(Cc2ccccc2)C1=O | 4 | 12 | 4 | 0 | 3 | 7 | 2 | 4 | 5
O=C1CC[C@@H](O)CCN1CC[C@H](Sc1ccccc1)c1ccccc1 | -1 | -6 | 2 | -2 | -9 | 10 | 3 | 17 | 9
COc1ccccc1CCNC(=O)C(=O)NCC1OCCN1S(=O)(=O)c1ccc(C)cc1 (stereo not given) | -4 | 9 | -2 | -1 | 0 | 2 | 8 | 11 | 7
CCOC(=O)COc1ccc2c(=O)c(-c3ccc(OC)c(OC)c3)c(C(=O)OCC)oc2c1 | 0 | 16 | 0 | -1 | 6 | -1 | -4 | -7 | 4
CC(C)c1ccc(NC(=O)CC2Oc3ccccc3NC2=O)cc1 (stereo not given) | -6 | 17 | 0 | -4 | 12 | 8 | -6 | -6 | 1
O=C(C1CCCN(c2nnc(-n3cccc3)s2)C1)N1CCN(c2ccccc2)CC1 (stereo not given) | -3 | 11 | 9 | -2 | 2 | 0 | -41 | 1 | 0
COc1cc2nc(C3CCC3)n(N)c(=O)c2cc1OC | 6 | -4 | 10 | 0 | -10 | 0 | 1 | -6 | 3
COc1ccc(Nc2ncnc3ccc(Br)cc23)cc1OC | 0 | -16 | 2 | 3 | 5 | 4 | 24 | -3 | 8
CC(C)c1ccc2nc(NC(=O)C3CC3)sc2c1 | -7 | 10 | 1 | -3 | 0 | 9 | -1 | 6 | 7
CCOC(=O)CNC(=O)CSc1nc2c(C)cccc2cc1CC | -1 | -9 | / | 2 | -3 | / | 19 | / | 11
CCOP(=O)(OCC)c1cccc(P(=O)(c2ccccc2)c2ccccc2)c1O | 10 | -3 | 8 | 0 | 12 | 0 | -1 | 5 | 5
COc1ccc(NC(=O)c2oc3ccccc3c2CSC)cc1S(=O)(=O)N1CCOCC1 | / | / | 3 | / | / | -5 | 10 | 3 | 1
CCOC(=O)C1(C)NC(c2ccc(OC)cc2OC)C2C(=O)N(CC)C(=O)C21 (stereo not given) | 3 | 20 | 17 | -3 | 0 | 7 | -3 | 8 | 2
CC(C)n1nnnc1SCC(=O)Nc1ccc2c(c1)OCO2 | 8 | -7 | 3 | 0 | 8 | -1 | 7 | -12 | 9
